Assay outcomes from PubChem BioAssay.
RGS4 inh – Inhibitors of Regulator of G Protein Signaling (RGS) 4: qHTS; Transcreener GDP fluorescence polarization, RGS4-accelerated GTP hydrolysis; Regulator of G-protein signaling 4 (Homo sapiens), P49798; Potency, µM (doses to about 114 µM), for inactives: at the top dose activity change, negative = inhibition, actives largely listed as inhibitors; 390,000 compounds, 0.039% hits; note: potency is the fitted concentration of half-maximal effect; nearly all actives have a fitted effect of over 75% in size; some results filed as inactive show a strong effect at the top dose
Target sequence (P49798 whole entry, looked up): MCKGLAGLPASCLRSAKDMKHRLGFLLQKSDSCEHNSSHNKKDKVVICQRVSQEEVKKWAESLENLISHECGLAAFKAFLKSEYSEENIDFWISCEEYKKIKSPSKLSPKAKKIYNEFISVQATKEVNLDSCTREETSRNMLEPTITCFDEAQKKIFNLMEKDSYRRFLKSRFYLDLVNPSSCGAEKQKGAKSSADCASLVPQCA
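MLSMR compounds (23 nl, pin-transferred) preincubated 10 min at room temperature with a 500nM (2x) first reagent, then RGS4 at 900nM (2x) plus Transcreener GDP mix added; fluorescence polarization (620/688 nm) read before and after 90 min at 30 °C.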
APE1 inh – qHTS Assay for Inhibitors of the Human Apurinic/apyrimidinic Endonuclease 1 (APE1); recombinant APE1, TAMRA/BHQ-2 abasic DNA cleavage fluorescence; Potency, µM (titrated, usually from 65.8 µM), inactives show at the top dose activity change, negative = inhibition, most hits filed as inhibitors; 350,000 compounds, 0.35% hits;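 note: potency is the fitted concentration of half-maximal effect; plate controls were vehicle for no effect and reference inhibitor for full effect; nearly all actives have a fitted effect of over 55% in size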
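Step 1: APE1 (0.75 nM) with compound, 15 min RT. Step 2: add 50 nM fluorophore/quencher THF duplex. Step 3: three fluorescence reads 60 s apart (525/598 nm); read 3 minus read 1 = reaction progress.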
Pol eta inh – qHTS for Inhibitors of Polymerase Eta; recombinant Pol eta, fluorescent DNA replication assay; Potency, µM (series often up to 114 µM), for the others: at the top dose activity change, negative = inhibition, most hits filed as inhibitors; 390,000 compounds, 1.2% hits; note: potency is the fitted concentration of half-maximal effect
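Pol eta at 10 nM preincubated with compounds 15 min at room temperature; reaction started with fluorescent substrate (50 nM final) and read kinetically at 0 and 10 min.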
Pol kappa inh – qHTS for Inhibitors of Polymerase Kappa | Potency, µM (highest dose often 107 µM), without a hit: at the top dose activity, negative = inhibition, actives largely listed as inhibitors | purified Pol kappa, fluorescent DNA synthesis assay, 10 min | AID 588579, 2011 | 400,000 compounds, 0.53% hits; note: potency is the fitted concentration of half-maximal effect
Target sequence (Q9UBT6 whole entry, looked up): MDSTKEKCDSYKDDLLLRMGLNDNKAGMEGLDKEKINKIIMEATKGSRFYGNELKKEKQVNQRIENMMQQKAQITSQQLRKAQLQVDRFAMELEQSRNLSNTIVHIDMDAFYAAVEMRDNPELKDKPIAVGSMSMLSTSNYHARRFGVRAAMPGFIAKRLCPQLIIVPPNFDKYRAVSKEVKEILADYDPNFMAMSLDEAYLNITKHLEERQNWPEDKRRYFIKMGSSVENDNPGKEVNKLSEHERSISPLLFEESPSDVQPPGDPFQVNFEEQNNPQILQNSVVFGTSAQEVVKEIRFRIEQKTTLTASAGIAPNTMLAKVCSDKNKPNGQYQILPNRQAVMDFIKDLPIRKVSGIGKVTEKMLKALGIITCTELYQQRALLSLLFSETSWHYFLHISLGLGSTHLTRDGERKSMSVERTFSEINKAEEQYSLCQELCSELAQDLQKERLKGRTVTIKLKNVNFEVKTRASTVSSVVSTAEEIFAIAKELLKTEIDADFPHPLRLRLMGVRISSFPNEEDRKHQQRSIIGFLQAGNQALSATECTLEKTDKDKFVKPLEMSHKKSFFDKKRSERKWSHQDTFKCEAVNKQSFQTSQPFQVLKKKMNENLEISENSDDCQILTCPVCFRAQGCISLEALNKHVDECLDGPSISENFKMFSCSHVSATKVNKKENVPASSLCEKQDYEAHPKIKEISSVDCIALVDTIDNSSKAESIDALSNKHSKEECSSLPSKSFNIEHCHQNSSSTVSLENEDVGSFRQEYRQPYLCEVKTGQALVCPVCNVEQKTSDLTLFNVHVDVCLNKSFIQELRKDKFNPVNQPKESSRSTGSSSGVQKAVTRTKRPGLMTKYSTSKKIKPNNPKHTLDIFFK
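50 nM final substrate added after 15 min RT preincubation of 10 nM Pol kappa with compound; fluorescence read at 0 and 10 min.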
LDHA inh – qHTS assay for inhibitors of human lactate dehydrogenase | activity change, % (values are at about 110 or 230 µM) | L-lactate dehydrogenase A chain (Homo sapiens), P00338 | 480,000 compounds, 0.15% hits | purified LDHA, NADH/diaphorase-resazurin fluorescence; active compounds read low | AID 1347041, 2019; in the data active = activity change below about -30%; inconclusive = mostly about -25% to -30%;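 note: plate controls were DMSO wells for no effect and wells without enzyme for full effect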
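LDH5 2 nM; NADH 0.06 mM, pyruvate 0.2 mM; 200 mM Tris pH 7.4, EDTA, Tween-20; 5 min RT. Detection: diaphorase 0.133 mg/mL + resazurin 37 µM, fluorescence ex540/em590 at 0 and 20 min; normalized to enzyme-free and DMSO wells.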
POLB inh – qHTS Assay for Inhibitors of DNA Polymerase Beta; Potency, µM (highest dose often 114 µM), without a hit: at the top dose activity change, negative = inhibition, actives largely listed as inhibitors; 340,000 compounds, 1.3% hits; P06746; Pol beta primer extension/strand displacement, fluorescence kinetic; note: potency is the fitted concentration of half-maximal effect
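Kinetic readout of DNA synthesis with strand displacement by Pol beta. Compound and 10 nM enzyme sit 15 min at room temperature; 50 nM substrate starts the reaction, read immediately and at 10 min.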
* = called active by the depositor; ? = inconclusive; . = not tested or not shown; & = joins results of further samples; [ ] = another dose, or the depositor's remark. Unless noted, calls come from the whole dose curve; as a rule, active = well fitted curve in the direction sought with a large enough effect; inconclusive = small, poorly fitted or top-dose-only effect, or another doubt; inactive = no such curve, though single readings can be large; an effect the other way counts as inactive or inconclusive. Unless noted, % is set by controls: 0 for no effect and ±100 for the full control effect. Some of the compounds tested; rates above refer to the full screens.

SMILES	RGS4 inh	APE1 inh	Pol eta inh	Pol kappa inh	LDHA inh	POLB inh
Nc1nc(Cl)nc2c1ncn2[C@@H]1O[C@H](COP(=O)(O)OP(=O)(O)OP(=O)(O)O)[C@H](O)[C@H]1O	.	0%	-3%[57.1 µM]	.	.	-2%[57.1 µM]
Nc1ncnc2c1nc(Br)n2C1O[C@H]2COP(=O)(O)O[C@@H]2C1O (some centres undefined)	.	1%	-3%[57.1 µM]	.	.	5%[57.1 µM]
N=C1Sc2ccccc2C2=NCCCN12	.	0%	-4%[57.1 µM]	.	.	2%[57.1 µM]
O=c1cc(-c2ccccc2F)[nH]c2cc3c(cc12)OCO3	6%[56.9 µM]	.	.	9%[60.1 µM]	.	.
CC(=O)SC1CC2=CC(=O)CC[C@]2(C)C2CC[C@@]3(C)C(CC[C@@]34CCC(=O)O4)C12 (some centres undefined)	19%[56.9 µM]	.	.	-12%[60.1 µM]	.	.
CC[n+]1c(/C=C/C=C2/N(C)c3ccccc3C2(C)C)sc2ccccc21	21µM*	.	.	27µM*	.	.
Nc1nc(Cl)nc2c1ncn2[C@@H]1O[C@H](COP(=O)(O)OP(=O)(O)OP(=O)(O)O)[C@@H](O)[C@H]1O	0.53µM*	.	.	1%[60.1 µM]	.	.
c1ccc2c(c1)CCC[C@H]2Nc1nc2ccccc2[nH]1	-1%[56.9 µM]	.	.	-8%[60.1 µM]	.	.
CCCC1(C)C(C#N)(C#N)C1(C#N)C#N	9.5µM*	.	.	7%[60.1 µM]	.	.
CCc1c(C(=O)NCCc2ccc(N3CCCCC3)cc2)[nH]c2ccc(Cl)cc12	?	.	.	?	.	.
Cc1cc(Cn2cnc3c2C[C@@H](C(=O)O)N(C(=O)C(c2ccccc2)c2ccccc2)C3)ccc1N	2%[56.9 µM]	.	.	-9%[60.1 µM]	.	.
O=c1[nH]c(=S)[nH]c(-c2ccccc2)c1Cc1c(O)ccc2ccccc12	2.1µM*	.	.	-14%[60.1 µM]	.	.
CN1CC[C@H](c2c(O)cc(O)c3c(=O)cc(-c4ccccc4Cl)oc23)[C@@H](O)C1	38%	.	.	-21%	.	.
C[C@](Cc1ccc(O)c(O)c1)(NN)C(=O)O	-6%[56.9 µM]	.	.	7%[60.1 µM]	.	.
CN1Cc2sccc2C(c2ccc(O)c(O)c2)C1 (centres undefined)	33%[activator][56.9 µM]	.	.	-14%[60.1 µM]	.	.
COC(=O)C1=C(C)NC(C)=C(C(=O)OC(C)(C)CN(C)CCC(c2ccccc2)c2ccccc2)C1c1cccc([N+](=O)[O-])c1 (centres undefined)	9%[56.9 µM]	.	.	-7%[60.1 µM]	.	.
CCN(CC)CCNC(=O)c1ccc(NS(C)(=O)=O)cc1	17%[56.9 µM]	.	.	-13%[60.1 µM]	.	.
O=C1/C(=C/c2ccsc2)CC/C1=C\c1cccs1	?	.	.	-3%[60.1 µM]	.	.
Cn1ncc(S(=O)(=O)Cc2ccccc2)c(Br)c1=O	2.7µM*	.	.	-10%[60.1 µM]	.	.
N#Cc1cc([N+](=O)[O-])c2sc(C(N)=O)[n+]([O-])c2c1	?	.	.	-12%[60.1 µM]	.	.

Whole records, looked up by structure.
Shown for CC[n+]1c(/C=C/C=C2/N(C)c3ccccc3C2(C)C)sc2ccccc21 = RGS4 inh: 21µM*; APE1 inh: .; Pol eta inh: .; Pol kappa inh: 27µM*; LDHA inh: .; POLB inh: .
Shown for Cn1ncc(S(=O)(=O)Cc2ccccc2)c(Br)c1=O = RGS4 inh: 2.7µM*; APE1 inh: .; Pol eta inh: .; Pol kappa inh: -10%[60.1 µM]; LDHA inh: .; POLB inh: .

Quoted from the listing:
RGS4 inh with CN1Cc2sccc2C(c2ccc(O)c(O)c2)C1 (centres undefined) stands at 33%[activator][56.9 µM]
RGS4 inh with CCCC1(C)C(C#N)(C#N)C1(C#N)C#N stands at 9.5µM*

(cont.)
SMILES	RGS4 inh	APE1 inh	Pol eta inh	Pol kappa inh	LDHA inh	POLB inh
Cn1c(-c2nc(-c3ccccc3)cs2)nc2ccccc21	10%[56.9 µM]	-2%	.	-8%[19.4 µM]	.	.
COc1cccc2c1C(=O)CC(c1ccccc1)O2 (centres undefined)	-149%[56.9 µM]	15%	.	-13%[19.4 µM]	.	.
CC(=O)OC1CCC2(C)C(=CCC3C2CCC2(C)C3C[C@@H]3O[C@]32C(C)=O)C1 (some centres undefined)	-59%[56.9 µM]	-2%	.	-10%[19.4 µM]	.	.
CC(=O)/C(C)=N\O	?	-6%	.	-8%[19.4 µM]	.	.
COc1ccc2c(c1OC)C(Cc1ccccc1)N1CCc3cc4c(cc3C1=C2)OCO4 (centres undefined)	61%[activator][56.9 µM]	4%	.	?	.	.
Oc1ccc(/C=C/c2ccccc2)c2cccnc12	.	.	.	.	25	.
O=C(OCC#CCSc1nnc(-c2cccc3ccccc23)o1)C1CCCC1	.	.	.	.	-2	.
O=C(N1CCc2ccc(S(=O)(=O)N3CCN(S(=O)(=O)c4ccc5c(c4)OCCO5)CC3)cc2C1)C(F)(F)F	.	.	.	.	-11	.
NCCNc1ncnc2ccc(-c3ccc4c(c3)OCO4)cc12	.	.	.	.	1	.
Oc1ccc(CNc2ccccc2Cl)c2cccnc12	.	.	.	.	31	.
C[C@H](NC(c1ccc(F)cc1)c1ccc2cccnc2c1O)c1ccccc1 (some centres undefined)	.	.	.	.	5&1	.
NC(=O)C1CCN(c2nccc(Cl)n2)CC1	.	.	.	.	-4	.
COc1ccc(C2Nc3ccccc3C(=O)N2CC(C)(C)C)cc1COc1ccc(NC(C)=O)cc1 (centres undefined)	.	.	.	.	24	.
CCc1nn2c(=O)cc(N3C(C)CNCC3C)nc2s1 (centres undefined)	.	.	.	.	-1	.
Cc1cc(Br)cn2c(Cc3ccsc3)c(-c3ccc(Cl)cc3)nc12	.	.	.	.	3	.
O=C(Cc1ccccc1)NC(c1ccco1)c1cc(Cl)c2cccnc2c1O (centres undefined)	.	.	.	.	5	.
O=C(OCC#CCSc1nnc(-c2ccccc2)o1)c1ccc(F)cc1	.	.	.	.	-1	.
CC(=O)Nc1sc2c(c1-c1nc3ccccc3s1)CN(C(C)C)C2	.	.	.	.	-10	.
O=C(Nc1ccc(O)c2ncccc12)c1ccccc1F	.	.	.	.	22	.
CCCC(=O)N1CCC1(C)C(=O)Nc1cccc(F)c1 (centres undefined)	.	.	.	.	-7	.
NC(=O)C1CCN(c2ncc(Br)cn2)CC1	.	.	.	.	0	.
Cc1cc2c(s1)c1cnn(Cc3cc(Cl)ccc3F)c(=O)c1n2C	.	.	.	.	-15	.
O=C(/C=C/c1cccnc1)Nc1cccc([S+](=O)([O-])Nc2ccccc2F)c1	.	.	.	.	-1	.
CC(=O)Nc1sc2c(c1C(=O)c1ccccc1)CCN(C(C)C)C2	.	.	.	.	4	.
CCCS(=O)(=O)NC(=O)C1(C)CCCN(C(=O)c2cc(OC)ccc2Br)C1 (centres undefined)	.	.	.	.	-4	.
CCOc1ccc(C(=O)Nc2ccc(-c3nc4ccccc4[nH]3)cc2)cc1Cl	.	.	.	.	-10	.
O=C(Nc1ccccc1)C1CCN(c2nc(-c3ccc(Br)cc3)cs2)CC1	.	.	.	.	-8	.
CNc1cccc(S(=O)(=O)N2CCCN(S(=O)(=O)c3ccc4c(c3)OCCO4)CC2)c1	.	.	.	.	2	.
Cc1csc(NC(=O)C2(C)CCN2C(=O)C(C)C)c1C#N (centres undefined)	.	.	.	.	-2	.
N#CN1CCC(NS(=O)(=O)c2ccc(F)cc2)CC1	.	.	.	.	-1	.
O=C(NC(c1ccc(-c2ccccc2)cc1)c1cnccn1)C1CCN(Cc2cccc(C(F)(F)F)c2)CC1 (centres undefined)	.	.	.	.	2	.
S=C(Nc1ccc(Cl)c(Cl)c1)Nc1nnc(-c2ccncc2)o1	.	.	.	.	0	.
COc1cc(NC(=O)C(OC(=O)CNC(=O)c2ccccc2)c2ccccc2)cc(C(F)(F)F)c1 (centres undefined)	.	.	.	.	1	.
N#Cc1nc(NCC(F)F)c2ncn(-c3cccc(Cl)c3)c2n1	.	.	.	.	0	.
O=C(NCc1ccccc1Cl)c1ccc2nc([C@@H]3O[C@H](CO)[C@H](O)[C@H](O)[C@H]3O)[nH]c2c1	.	.	.	.	-1	.
CCN(Cc1ccccc1)c1ccc(Br)cn1	.	.	.	.	2	.
O=C(OCCCCSc1nnc(-c2cccc3ccccc23)o1)c1ccc(F)cc1	.	.	.	.	-4	.
O=C(O)C1CCC2CCCC21 (centres undefined)	.	.	.	.	-7	.
O=C(Nc1ccc2ccccc2c1)Nc1nnc(C2CCCCC2)s1	.	.	.	.	4	.
COc1ccc(C2Nc3ccccc3C(=O)N2Cc2ccccc2)cc1COc1ccc(NC(C)=O)cc1 (centres undefined)	.	.	.	.	5&2	.

Retrieved by structure from above (2):
SMILES	RGS4 inh	APE1 inh	Pol eta inh	Pol kappa inh	LDHA inh	POLB inh
CCN(Cc1ccccc1)c1ccc(Br)cn1	.	.	.	.	2	.
O=C(Nc1ccc2ccccc2c1)Nc1nnc(C2CCCCC2)s1	.	.	.	.	4	.

The listing continues:
SMILES	RGS4 inh	APE1 inh	Pol eta inh	Pol kappa inh	LDHA inh	POLB inh
CN(C)c1cccc(S(=O)(=O)N2CCCN(S(=O)(=O)c3ccc4c(c3)OCCO4)CC2)c1	.	.	.	.	-1	.
NC(=O)C1CCN(c2nc(-c3ccc(-c4ccccc4)cc3)cs2)CC1	.	.	.	.	-9	.
Cc1ccc(-c2cnc(N3CCC(C(N)=O)CC3)s2)cc1	.	.	.	.	-6	.
CCC(=O)NC(c1ccc(F)cc1)c1cc(Cl)c2cccnc2c1O (centres undefined)	.	.	.	.	8	.
O=C1C(F)N([S+](=O)([O-])c2ccc3c(c2)OCCO3)CCN1[S+](=O)([O-])c1c(F)cccc1F (centres undefined)	.	.	.	.	-1	.
CN(C)c1cccc(-c2cnc(N3CCC(c4ncc[nH]4)CC3)s2)c1	.	.	.	.	5	.
CC(C)(C)OC(=O)NCCCNc1ncnc2ccc(-c3ccc4c(c3)OCO4)cc12	.	.	.	.	-1	.
COc1cccc(NC(=O)C(OC(=O)CNC(=O)c2ccccc2)c2ccccc2)c1 (centres undefined)	.	.	.	.	-9	.
CC(=O)Nc1sc2c(c1-c1ccc(Cl)cc1)CCNC2	.	.	.	.	-9	.
O=C(c1ccccc1)n1c2ccccc2c(=O)n1-c1ccccc1CCl	.	.	.	.	2	.
Cn1c2ccsc2c2cnn(Cc3ccccc3F)c(=O)c21	.	.	.	.	-8&1	.
Cc1ccc2nc3sc(C(=O)N4CCN(C5CCN(C)CC5)CC4)cc3cc2c1	.	.	.	.	4	.

2 entries from above, with each value named.
CC(=O)/C(C)=N\O
  RGS4 inh = ?
  APE1 inh = -6%
  Pol eta inh = .
  Pol kappa inh = -8%[19.4 µM]
  LDHA inh = .
  POLB inh = .
Cn1ncc(S(=O)(=O)Cc2ccccc2)c(Br)c1=O
  RGS4 inh = 2.7µM*
  APE1 inh = .
  Pol eta inh = .
  Pol kappa inh = -10%[60.1 µM]
  LDHA inh = .
  POLB inh = .
